dFosB activator – mouse delta FosB homodimer activation. P13346. purified delta FosB, TAMRA-CDK5 oligo fluorescence polarization; percent of positive-control signal above neutral wells. activation, % at 25 µM. hit rate 0.99% among 340,000. AID 493131;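 active = mean activation above about 17%, with every replicate also reaching it, limit read from the data, passing the limit was not always enough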;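 note: fluorescence polarization rise as delta FosB binds a TAMRA Cdk5 AP-1 oligo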
LANA DNA inh – KSHV C-LANA DNA binding inhibition; MBP-C-LANA/FAM-LBS DNA binding, fluorescence polarization; hit rate 0.078% among 340,000; AID 504423; inhibition, % at 9 µM;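 active = highest replicate inhibition at or above 60% at 9 µM, even if other replicates fall short; inactive = all replicates below 60% inhibition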;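 note: 0% = neutral control wells and 100% = 4 µM acridine orange control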
Cardiac RTF inh – cardiac RTF calcium desensitization | P19429+P45379 | IANBD-labeled cardiac RTF, Ca2+ fluorescence | inhibition, % at 7.15 µM | hit rate 0.12% among 340,000 | AID 493244;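 active = inhibition above the mean inhibition of all tested compounds plus 3 SD, cut at about 17% in these data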;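 note: assay run at fixed EC70 calcium of 1.6 mM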
NSD2 inh – NSD2 (human) methyltransferase inhibition; AID 743445; NSD2 peptide methylation, AlphaScreen, 120 min; inhibition, % at 12.5 µM; O96028; hit rate 0.54% among 310,000; in the data active = inhibition above about 50%
RTF Ca sens act – increases calcium sensitivity of human cardiac regulated thin filaments | P19429+P45379 | IANBD-labeled TnC RTF fluorescence at EC20 calcium; 0% EC20 calcium, 100% full calcium | activation, % at 7.2 µM | hit rate 0.24% among 340,000 | AID 493008;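 active = activation above the mean over all tested compounds plus 3 SD, cut at about 30% in these data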;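 note: rise in fluorescence read as greater calcium sensitivity of cardiac thin filaments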
PvdQ inh – blocks Pseudomonas aeruginosa PvdQ acylase activity | inhibition, % at 10 µM | hit rate 0.063% among 340,000 | purified PvdQ acylase, fluorescence plate reader | AID 488965; in the data active = inhibition above about 30%, passing the limit was not always enough;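 note: 0% = vehicle neutral wells and 100% = reference inhibitor wells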
CDK5 inh – inhibitors of human CDK5/p35 kinase. Q00535+Q15078. Recombinant CDK5/p35, ADP-Glo luminescence, 60 min. inhibition, % at 10 µM. hit rate 0.01% among 330,000. AID 488839;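 active = highest replicate inhibition of at least 50% and at least 75% of replicates reaching 50%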;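 note: plate controls were DMSO neutral control for no effect and GW8510 at 10 µM for full effect; many of its hits are not listed in these tables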
Mot1-301 SUMO – SUMOylation pathway inhibition by Mot1-301 growth rescue; growth rescue, % at 18.8 µM; AID 2716; hit rate 1% among 320,000; S. cerevisiae Mot1-301 growth rescue, ATP luminescence, 38.5C; percent above DMSO median, 100 means doubled;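 active = every valid replicate shows activation above 250% relative to neutral control wells; inactive = the rest, any valid replicate at or below 250%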;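 note: OY570 slx delta 5 strain wells were the positive control but not used for scaling; some compounds called inactive have numbers as strong as hits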
PfHsp90 yeast 2 – reduces growth (ATP signal) of yeast expressing P. falciparum Hsp90. inhibition, % at 9.4 µM. hit rate 0.32% among 310,000. S. cerevisiae expressing PfHsp90, BacTiter-Glo ATP, 48 h; yeast lacking PDR1 and PDR3 efflux regulators. AID 504621;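 active = every replicate shows inhibition above about 80%, whatever the replicate mean, limit read from the data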;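 note: 0% = DMSO neutral controls and 100% = 20 µM radicicol positive controls; yeast relying on Plasmodium falciparum Hsp90 in place of its own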
Keap1-Nrf2 PPI – Keap1-Nrf2 (human) interaction inhibition; AID 504523; Keap1 Kelch-Nrf2 peptide fluorescence polarization, 1536-well; inhibition, % at 9.4 µM; Q14145; hit rate 0.15% among 340,000; in the data active = inhibition above about 12%;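 note: human Keap1 Kelch domain with fluorescein labeled Nrf2 9mer peptide probe; 0% = neutral control wells and 100% = peptide positive control; higher means more block of Keap1 binding to Nrf2 peptide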
Target sequence (Q14145 whole entry, looked up, the tested form may be a part): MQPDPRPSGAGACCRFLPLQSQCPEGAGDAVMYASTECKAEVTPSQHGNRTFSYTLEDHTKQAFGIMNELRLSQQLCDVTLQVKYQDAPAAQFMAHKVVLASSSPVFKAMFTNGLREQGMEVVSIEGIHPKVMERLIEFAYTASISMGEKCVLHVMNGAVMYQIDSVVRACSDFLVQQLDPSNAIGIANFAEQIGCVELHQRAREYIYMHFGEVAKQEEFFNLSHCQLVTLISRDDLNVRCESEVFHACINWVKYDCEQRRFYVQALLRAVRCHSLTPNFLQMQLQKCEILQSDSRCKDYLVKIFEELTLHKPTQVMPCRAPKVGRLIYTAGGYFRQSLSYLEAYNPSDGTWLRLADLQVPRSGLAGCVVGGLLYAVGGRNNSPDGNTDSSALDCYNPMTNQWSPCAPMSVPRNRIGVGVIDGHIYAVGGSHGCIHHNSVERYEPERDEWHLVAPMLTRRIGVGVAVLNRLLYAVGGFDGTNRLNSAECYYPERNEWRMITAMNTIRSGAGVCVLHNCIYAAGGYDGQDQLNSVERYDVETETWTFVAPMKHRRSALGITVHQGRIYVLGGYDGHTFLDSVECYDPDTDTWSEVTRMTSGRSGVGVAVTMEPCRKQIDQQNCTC
Rtt109 Vps75 – blocks Candida albicans Rtt109/Vps75 acetyltransferase activity | Q5AAJ8 | purified Rtt109/Vps75, ThioGlo CoA-SH fluorescence, 4 h | hit rate 0.16% among 330,000 | inhibition, % at 34.9 µM;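 active = inhibition of at least 50% in every replicate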
Target sequence (Q5AAJ8 whole entry, looked up): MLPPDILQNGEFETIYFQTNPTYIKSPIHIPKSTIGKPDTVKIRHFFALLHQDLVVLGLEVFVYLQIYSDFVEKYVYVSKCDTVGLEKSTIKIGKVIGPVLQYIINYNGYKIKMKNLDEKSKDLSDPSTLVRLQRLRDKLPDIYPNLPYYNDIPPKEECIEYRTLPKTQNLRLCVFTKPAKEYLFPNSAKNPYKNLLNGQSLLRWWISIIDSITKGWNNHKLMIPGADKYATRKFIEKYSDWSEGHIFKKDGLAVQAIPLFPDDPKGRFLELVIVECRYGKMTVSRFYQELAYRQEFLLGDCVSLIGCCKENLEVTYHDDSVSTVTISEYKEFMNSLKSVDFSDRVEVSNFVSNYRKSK
* marks the source's active call; other numbers are inactive results; i = inactive; x = no result given.

Order of results – dFosB activator	LANA DNA inh	Cardiac RTF inh	NSD2 inh	RTF Ca sens act	PvdQ inh	CDK5 inh	Mot1-301 SUMO	PfHsp90 yeast 2	Keap1-Nrf2 PPI	Rtt109 Vps75
- COc1ccc(N2CCN(CC(=O)Nc3nc(C)cs3)CC2)cc1
  -10	1.5	-8	0	-1	5	1.9	2	-7	6	-6
- COc1ccc(OCCNC(=O)C(c2ccccc2)c2ccccc2)cc1
  -8	0.5	-14	0	2	-19	0.8	9	-8	-3	-7
- CCN1CCc2c(OCc3ccc(C)cc3)cccc2C1=O
  3	2.2	-1	1	-3	5	0.9	x	-12	-4	-3
- O=C(Nc1ccc(N2CCCC2)c(Cl)c1)c1cccnc1
  -3	0.0	2	2	5	-8	-0.7	-11	-11	-2	15
- CCC(=O)Nc1c(-c2ccc(C)cc2)c(=O)c2ccccc2n1C
  -6	-0.6	-5	-3	-1	6	1.8	-7	17	3	-7
- COc1ccc(N2CCN(C(=O)CCN3C(=O)C4C5C=CC(C5)C4C3=O)CC2)cc1 (centres undefined)
  1	0.1	-12	4	-7	-15	0.4	-7	-11	-3	-1
- CCCCN(C(=O)c1ccc(COc2ccccc2)o1)c1c(N)n(CC(C)C)c(=O)[nH]c1=O
  -13	-3.9	2	0	2	1	0.9	-14	2	-4	-2
- CCCOP(=O)(OCCC)C(NC(=O)C(C)(C)C)c1ccccc1 (centres undefined)
  1	0.1	-2	-2	-6	13	0.1	-25	10	-4	x
- COc1ccc(C)cc1-n1nnnc1SCC(=O)NC(=O)NCc1ccco1
  -5	-0.1	5	3	5	-7	1.1	5	-3	-6	-1
- Cc1nc(N/N=C/c2ccc(O)cc2)c2cnn(-c3ccccc3)c2n1
  -1	-0.1	2	2	-1	-5	-0.7	-18	-19	-3	6
- Cc1ccc(Cn2cnc3c(cnn3-c3ccc(F)cc3)c2=O)cc1
  5	1.5	-5	1	2	-14	0.6	7	6	-3	-2
- Cc1nnc(SCC(=O)Nc2ccccc2C(=O)NC2CC2)s1
  -3	-0.1	-12	-2	5	-9	-1.5	6	5	2	-10
- CCCCNS(=O)(=O)c1ccc2nc(SCC(=O)c3ccccc3OC)[nH]c2c1
  -16	0.1	-4	1	1	-11	0.7	-5	x	-5	10
- CCc1ccc(NC(=O)c2ccccc2NC(=O)C2CCCO2)cc1 (centres undefined)
  -6	-0.9	0	-1	2	1	-1.4	-1	-5	-2	5
- O=C(O)CC1(O)C(=O)N(Cc2ccccc2)c2ccccc21 (centres undefined)
  6	-2.3	2	2	3	-4	-1.0	14	-5	-2	1
- CCOc1ccc(NS(=O)(=O)c2ccc(OCC(=O)NCCCOC)cc2)cc1
  -7	-0.5	-6	0	-2	-17	-1.2	102	-11	1	0
- CN(CCC#N)C(=O)COC(=O)/C=C/c1ccc2c(c1)OCO2
  8	-0.9	10	0	-3	-4	1.2	-18	12	-1	1
- O=C(Oc1c(CN2CCOCC2)cc(Cl)c2cccnc12)c1ccccc1F
  -4	1.7	11	2	-2	-7	-1.4	-7	10	-1	-2
- CCN1C(=NCCc2ccccn2)N[C@@H](c2cccc(C(F)(F)F)c2)C(C(=O)OC)=C1C
  -5	-0.3	0	x	7	-19	-2.2	-21	-1	-3	0
- Cn1c(=O)c2c(nc(OCCc3ccccc3)n2C)n(C)c1=O
  3	-0.8	-11	1	4	-16	0.2	3	15	3	2
- O=S(=O)(c1ccccc1)N1CCN(S(=O)(=O)N2CCCCCC2)CC1
  1	0.4	-2	39	-2	-17	-0.6	5	-28	-1	2
- O=C(/C=C/NNC(=O)c1ccc(Br)cc1)c1ccccc1
  -8	-0.3	3	-2	3	-17	0.7	399*	-13	1	3
- Cc1ccc(N2CC(C(=O)Nc3cccnc3)CC2=O)cc1Cl (centres undefined)
  -11	-2.2	0	0	-5	-10	1.5	206	-8	1	3
- O=C(NCC(=O)N1CCC(N2CCCCC2)CC1)C1CCCCC1
  -9	0.9	-6	0	0	-12	-2.2	-4	12	1	-10
- Cc1ccc(S(=O)(=O)N2CCCOC2CNC(=O)C(=O)NCCN2CCOCC2)cc1 (centres undefined)
  1	-0.4	-4	-1	0	17	0.4	1	-1	2	0
- CCN(C(=O)c1cc2c(=O)n3ccccc3nc2n1CCCOC)C1CCCCC1
  -9	-0.3	-2	-28	-4	9	0.0	-10	11	1	i
- O=C(O)Cn1ccc2cc(S(=O)(=O)N3CCCCCC3)ccc21
  -3	0.0	-10	-2	-4	-3	0.3	-1	4	1	-11
- COc1ccc2nc(NC(=O)C3CC(=O)N(c4ccccc4)C3)sc2c1 (centres undefined)
  -4	-1.0	-20	2	-7	-9	-0.5	-18	-14	2	5
- O=S(=O)(NCCCCCNS(=O)(=O)c1ccc(F)cc1)c1ccc(F)cc1
  -1	-0.5	1	5	-9	-10	0.0	422	-1	1	5
- O=C(c1cccc2c1C(=O)N(Cc1cccnc1)C2)N1CCN(c2ccccc2)CC1
  2	0.0	-5	4	1	-10	0.8	10	-5	-3	-9

Random excerpt: 2 records from the list, in no set order.
Order of results – dFosB activator	LANA DNA inh	Cardiac RTF inh	NSD2 inh	RTF Ca sens act	PvdQ inh	CDK5 inh	Mot1-301 SUMO	PfHsp90 yeast 2	Keap1-Nrf2 PPI	Rtt109 Vps75
- O=C(Oc1c(CN2CCOCC2)cc(Cl)c2cccnc12)c1ccccc1F
  -4	1.7	11	2	-2	-7	-1.4	-7	10	-1	-2
- CN(CCC#N)C(=O)COC(=O)/C=C/c1ccc2c(c1)OCO2
  8	-0.9	10	0	-3	-4	1.2	-18	12	-1	1

The results go on.
Order of results – dFosB activator	LANA DNA inh	Cardiac RTF inh	NSD2 inh	RTF Ca sens act	PvdQ inh	CDK5 inh	Mot1-301 SUMO	PfHsp90 yeast 2	Keap1-Nrf2 PPI	Rtt109 Vps75
- FC(F)(F)c1cccc(-c2noc(CN3CCOCC3)n2)c1
  0	-1.2	4	1	0	-4	0.5	-2	4	2	6
- CC(C(=O)Nc1ccc(F)c(F)c1)N1CCN(C)CC1 (centres undefined)
  7	1.3	-8	-1	-1	-3	0.8	-15	7	2	-5
- CC1CCN(CC(CS(=O)(=O)c2ccc([N+](=O)[O-])cc2)N2CCC(C)CC2)CC1 (centres undefined)
  -9	-2.3	-3	3	-3	4	0.2	-52	15	-1	14
- Cc1c(Cl)c([N+](=O)[O-])nn1CC(=O)NC(C)c1ccccc1 (centres undefined)
  4	-1.5	4	5	-2	1	-2.4	-12	-3	-1	-6
- CCc1nnc(NC(=O)CSc2nc(-c3ccccc3)cc(-c3ccc(OC)cc3)c2C#N)s1
  -4	0.2	-6	1	6	-16	-0.8	186	-8	-3	0
- CC(CC(=O)O)CC(=O)Nc1nncs1 (centres undefined)
  -1	11	4	x	-6	-7	0.1	-23	-14	-1	-6
- CCN(c1ccccc1)S(=O)(=O)c1ccc(C(=O)Nc2nnc(C3CC3)o2)cc1
  -5	0.2	-6	-4	-3	-4	-0.3	428	0	-2	-1
- CCOC(CNC(=O)c1ccc2c(c1)ncn2-c1cccc(F)c1)OCC
  -8	-0.4	6	-8	-7	-4	-0.9	14	3	-2	x
- CC1CCCN(C(=O)CCNS(=O)(=O)c2ccc3c(c2)c(=O)n(C)c(=O)n3C)C1 (centres undefined)
  -7	1.1	-6	-7	-10	12	2.2	46	-2	-6	6
- COCCN1CCC(CNCc2c(C(=O)N3CCCCC3)nc3c(C)cccn23)C1 (centres undefined)
  -13	9.8	-25	x	5	10	1.7	-21	29	5	x
- COC(=O)/C=C/CSC1=N/C(=C/c2ccc(-n3cncn3)cc2)C(=O)N1
  -2	0.2	-2	x	4	-12	-2.2	94	19	-2	-18
- CCOc1ccc(C(=O)NCC(=O)NCC(c2ccc(OC)cc2)N2CCOCC2)cc1OCC (centres undefined)
  0	0.7	-7	-1	-5	-9	-0.1	6	-16	-3	-7
- CC1C(=O)NN=C1C(=O)N/N=C/c1ccco1 (centres undefined)
  9	0.6	-17	-1	0	-2	2.4	220	9	4	-4
- CCC(Cc1ccccc1)NS(=O)(=O)c1csc(C(N)=O)c1 (centres undefined)
  -2	0.5	2	-1	1	-8	-0.7	-14	-4	-3	1
- COc1ccc2nc(NC(=O)c3cc(C)oc3C)sc2c1
  4	0.1	-7	1	0	-21	-1.7	-13	42	-5	2
- CCOc1ccc(C(C)NC(=O)CN2C(=O)NC3(CCCCC3)C2=O)cc1OCC (centres undefined)
  -2	-0.4	2	0	0	-2	1.1	-3	-6	0	-3
- COC(=O)c1ccc(C2C(Oc3ccccc3C)C(=O)N2CCc2ccc(OC)c(OC)c2)cc1 (centres undefined)
  -15	-1.1	0	-2	0	-17	0.2	7	-9	0	-3
- O=C(OCC(=O)N1CCC(Cc2ccccc2)CC1)c1cncc(Br)c1
  -7	-0.6	-6	-2	3	-14	-0.5	14	-10	-4	6
- C#CCOCCOCCOCCNc1nc(N2CCN(C(=O)[C@H](CCCCN)n3cc([C@@H](N)C(C)CC)nn3)CC2)nc(N2CCN(C(=O)[C@H](Cc3ccc(O)cc3)n3cc([C@@H](N)C(C)CC)nn3)CC2)n1 (some centres undefined)
  15	-18	8	x	-8	-10	2.8	-7	x	-14	3
- O=C(NCCN1CCN(C(=O)c2cccc(OC(F)F)c2)CC1)c1cccc(OC(F)F)c1
  -9	-0.2	8	23	0	-7	-1.2	-2	x	3	-2
- COc1cc(NC2c3ncccc3C(=O)N2Cc2ccco2)cc(OC)c1OC (centres undefined)
  1	0.7	-18	-1	-1	4	-0.5	-2	9	1	6
- COc1cccc(S(=O)(=O)N2CCN(Cc3ccc4c(c3)OCO4)CC2)c1
  -9	0.8	-6	4	-3	-10	0.6	-1	1	-2	5
- Clc1ccc(-c2nnc(-c3ccccc3)o2)c(Cl)c1
  -4	-1.5	4	-4	-2	-2	0.1	-2	-37	-2	4
- CC(C)n1c(-c2cccnc2)nc2cnccc21
  3	-4.4	-3	x	-10	-14	1.7	-8	1	-1	0
- Cc1cc(NC(=O)c2cncc(Br)c2)ccc1NC(=O)c1cc2ccccc2o1
  58*	-0.3	-2	0	0	-17	1.6	-13	-1	-3	-5
- COCCn1c(SCC(=O)c2c(N)n(C)c(=O)n(C)c2=O)nc2ccccc21
  2	-0.2	-3	-1	7	-12	2.0	7	x	2	-8
- COC(=O)Nc1sccc1C(=O)Nc1sccc1C(=O)OC
  -4	0.6	-9	-2	-3	4	5.2	3	-12	-3	1
- Cc1cc(C)c(C(=O)CC(=O)c2ccccc2Cl)c(O)c1
  -2	1.6	8	5	-3	-3	0.4	-9	-6	-3	4
- Cc1nn(-c2ccccc2)c(OC(=O)c2cccs2)c1S(=O)(=O)c1ccccc1
  -1	0.7	-3	0	-2	-8	-0.2	-2	-22	2	3
- CN(C(=O)COC(=O)c1cccc(Cl)c1)C1CCS(=O)(=O)C1 (centres undefined)
  -2	-0.1	-9	-1	0	-1	-0.8	-6	-7	-4	-9
- Cc1ccc(NC(=S)NN2CCOCC2)c(C)c1
  -2	0.5	6	2	-2	-6	0.7	153	0	1	1
